# Screens deposited in PubChem by The Scripps Research Institute Molecular Screening Center.
# PME-1 primary: PME-1 inhibitors via competitive probe labeling, primary screen, biochemical, fluorescence polarization, FP-Rh probe, HTS; inhibition, % at 5.9 µM; hit rate 0.53% among 320,000; recombinant PME-1;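 active = inhibition above the campaign mean of all compounds plus 3 SD, cut at about 26% in these data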;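 note: competitive labeling of PME-1 active site by serine hydrolase directed probe; 0% = PME-1 with DMSO and 100% = wells lacking PME-1 enzyme; inhibitors block probe labeling so polarization falls and inhibition rises; many of its hits are not listed in these tables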
# pPAFAH inh: pPAFAH enzyme inhibitors, primary screen, biochemical, fluorescence polarization, human; hit rate 1.5% among 330,000; inhibition, % at 3.39 µM; recombinant pPAFAH, FP-rhodamine probe fluorescence polarization;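 active = inhibition above the mean inhibition across the screen plus 3 SD, cut at about 25% in these data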;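 note: inhibitors block binding of the rhodamine activity-based probe so polarization drops; 0% = enzyme with DMSO and 100% = wells lacking pPAFAH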
# PAFAH2 inh: PAFAH2 enzyme inhibitors, primary screen, biochemical, fluorescence polarization, human; AID 492956, 2010; hit rate 0.99% among 340,000; inhibition, % at 3.39 µM; recombinant PAFAH2, FP-rhodamine activity probe;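 active = inhibition above the mean over all tested compounds plus 3 SD, cut at about 30% in these data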;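 note: inhibitors block probe labeling of enzyme so polarization drops; 0% = enzyme with DMSO and 100% = wells lacking PAFAH2 protein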
# LYPLA1 counter: LYPLA1 inhibitors, primary screen, counter-screen for PME1 inhibitor project, biochemical, fluorescence polarization, FP-Rh probe ABPP. inhibition, % at 5.9 µM. Acyl-protein thioesterase 1 (Homo sapiens), O75608. recombinant LYPLA1. hit rate 0.16% among 320,000;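 active = inhibition above the mean of all tested compounds plus 3 SD, set per campaign, cut at about 14% in these data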;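 note: inhibitors block serine hydrolase probe labeling of LYPLA1 so polarization falls; 0% = enzyme with DMSO and 100% = wells lacking LYPLA1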
# Target sequence (O75608 whole entry, looked up): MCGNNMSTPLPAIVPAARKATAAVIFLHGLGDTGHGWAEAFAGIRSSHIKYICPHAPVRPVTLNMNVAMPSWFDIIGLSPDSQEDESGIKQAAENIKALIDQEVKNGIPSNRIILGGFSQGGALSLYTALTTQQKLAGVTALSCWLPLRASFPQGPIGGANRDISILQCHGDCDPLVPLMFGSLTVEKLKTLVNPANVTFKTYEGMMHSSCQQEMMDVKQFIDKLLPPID
# LYPLA2 counter: LYPLA2 inhibitors, primary screen, counter-screen for PME1 inhibitor project, biochemical, fluorescence polarization, FP-Rh probe ABPP | Acyl-protein thioesterase 2 (Homo sapiens), O95372 | recombinant LYPLA2 | inhibition, % at 5.9 µM | hit rate 0.38% among 320,000 | AID 2177, 2009;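 active = inhibition above the screen-wide mean plus 3 SD, limit set per campaign, cut at about 26% in these data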;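 note: 0% = LYPLA2 with DMSO and 100% = wells lacking LYPLA2 enzyme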
# Target sequence (O95372 whole entry, looked up): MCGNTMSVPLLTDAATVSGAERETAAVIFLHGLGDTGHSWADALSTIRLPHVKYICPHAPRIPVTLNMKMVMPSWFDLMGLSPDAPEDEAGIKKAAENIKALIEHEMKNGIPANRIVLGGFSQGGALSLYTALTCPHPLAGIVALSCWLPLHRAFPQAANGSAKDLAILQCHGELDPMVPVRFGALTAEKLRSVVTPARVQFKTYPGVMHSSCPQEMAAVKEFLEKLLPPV
# PAD4 inh: human PAD4 inhibitors, primary screen, biochemical, fluorescence polarization, 1536-well format; inhibition, % at 6.36 µM; recombinant PAD4, RCA probe fluorescence polarization; hit rate 0.41% among 330,000;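 active = percent inhibition above a cutoff equal to the mean of all tested compounds plus 3 SD, cut at about 15% in these data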;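 note: 0% = PAD4 with RCA probe and DMSO and 100% = probe without PAD4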
# PAFAH1B3 inh: PAFAH1B3 enzyme inhibitors, primary screen, biochemical, fluorescence polarization, human | hit rate 0.28% among 340,000 | inhibition, % at 3.39 µM | recombinant PAFAH1B3, FP-rhodamine probe | Platelet-activating factor acetylhydrolase IB subunit alpha1 (Homo sapiens), Q15102;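 active = inhibition above the screen-wide average of all tested compounds plus 3 SD, cut at about 25% in these data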;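 note: 0% = enzyme with DMSO only and 100% = wells lacking PAFAH1B3 protein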
# Target sequence (Q15102 whole entry, looked up): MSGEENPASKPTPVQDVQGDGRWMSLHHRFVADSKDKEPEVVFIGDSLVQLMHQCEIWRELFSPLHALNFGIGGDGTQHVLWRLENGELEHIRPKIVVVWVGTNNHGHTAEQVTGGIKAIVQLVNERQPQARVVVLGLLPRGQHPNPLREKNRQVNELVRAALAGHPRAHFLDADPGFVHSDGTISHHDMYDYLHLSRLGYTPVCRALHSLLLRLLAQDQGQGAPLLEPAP
# PAFAH1B2 inh: PAFAH1B2 enzyme inhibitors, primary screen, biochemical, fluorescence polarization, human | recombinant PAFAH1B2, FP-rhodamine activity probe | Platelet-activating factor acetylhydrolase IB subunit alpha2 (Homo sapiens), P68402 | inhibition, % at 3.39 µM | hit rate 1.2% among 340,000;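 active = inhibition above the mean of all tested compounds plus 3 SD, cut at about 24% in these data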;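 note: 0% = enzyme with DMSO and 100% = wells lacking PAFAH1B2; many of its hits are not listed in these tables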
# GSTO1 counter: inhibitors of recombinant GSTO1, primary screen, counter-screen for RBBP9 inhibitor project, biochemical, fluorescence polarization; Glutathione S-transferase omega-1 (Homo sapiens), P78417; activity-based probe fluorescence polarization; inhibition, % at 5.96 µM; hit rate 1.1% among 300,000; AID 1974, 2009;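 active = inhibition above the campaign mean inhibition plus 3 SD, cut at about 35% in these data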;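 note: 0% = GSTO1-1 with DMSO and 100% = wells lacking GSTO1-1 enzyme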
# Target sequence (P78417 whole entry, looked up): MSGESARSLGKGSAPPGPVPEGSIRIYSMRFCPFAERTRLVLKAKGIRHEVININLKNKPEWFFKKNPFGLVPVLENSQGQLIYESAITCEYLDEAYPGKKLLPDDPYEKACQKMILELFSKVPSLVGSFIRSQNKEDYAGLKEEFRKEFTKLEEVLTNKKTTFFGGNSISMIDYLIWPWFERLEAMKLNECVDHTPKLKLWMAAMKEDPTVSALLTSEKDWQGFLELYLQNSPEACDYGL
# * = called active by the depositor; / = no result given. These rows are one share of the data. The share of hits here may be higher or lower than overall.
# Start of the listing, in advance (14 entries):
SMILES,PME-1 primary,pPAFAH inh,PAFAH2 inh,LYPLA1 counter,LYPLA2 counter,PAD4 inh,PAFAH1B3 inh,PAFAH1B2 inh,GSTO1 counter
CN(C)c1cccc(C(=O)NNC(=O)CN2C(=O)C3CC=CCC3C2=O)c1 (stereo not given),/,5,8,/,/,2,4,3,/
COC(=O)c1cc(S(=O)(=O)NCCc2cccc(C)c2)cn1C,2,-2,0,-4,-4,-1,1,-2,17
CCCCC(=O)Nc1ccc(C)c(S(=O)(=O)N2CCCCCC2)c1,-3,-1,-3,3,0,1,4,-5,/
CC(C)C(=O)N1N=C(c2ccc(NS(C)(=O)=O)cc2)CC1c1cccs1 (stereo not given),2,3,1,-2,-4,-4,2,1,4
O=C(COC(=O)c1cc(-c2ccccc2)nc2ccccc12)Nc1ccc2c(c1)OCO2,16,-2,-1,-14,-33,-4,-1,-1,1
Cc1cc(OCc2cc(C(=O)NCC3(C)COC3)no2)cc(C)c1Cl,0,5,3,-9,0,0,3,-4,-1
C=C(C)Cn1c(C2CC(=O)N(c3ccccc3F)C2)nc2ccccc21 (stereo not given),-3,-3,1,-2,-1,2,4,1,4
CCOc1ccc(C(=O)/C=C/c2ccc(OC)c(OC)c2)cc1,2,-5,9,-2,3,2,0,2,4
O=C(c1c(F)cccc1Cl)N1CCN(S(=O)(=O)c2ccc3c(c2)OCCCO3)CC1,2,2,4,2,3,2,9,4,-1
Cc1cc(=O)[nH]c(SCC(=O)N2CCCCCC2)n1,0,2,-7,1,-1,-1,6,1,1
C#CCn1c(=NC(=O)CN2C(=O)CCC2=O)sc2cccc(OC)c21,0,6,13,0,9,1,9,5,10
CC1(C)CC(c2nc(-c3ccc(Br)cc3)cs2)CCS1 (stereo not given),1,3,3,-3,-5,-4,-2,-1,-1
CN(C)c1cccc(C(=O)N/N=C/c2ccsc2)c1,-1,0,-12,7,2,5,3,5,1
CN(c1ccccc1)c1nc(-n2ccnc2)nc(-n2ccnc2)n1,0,-3,5,0,7,-6,11,3,-3

# This part in full, previewed entries included:
SMILES,PME-1 primary,pPAFAH inh,PAFAH2 inh,LYPLA1 counter,LYPLA2 counter,PAD4 inh,PAFAH1B3 inh,PAFAH1B2 inh,GSTO1 counter
CN(C)c1cccc(C(=O)NNC(=O)CN2C(=O)C3CC=CCC3C2=O)c1 (stereo not given),/,5,8,/,/,2,4,3,/
COC(=O)c1cc(S(=O)(=O)NCCc2cccc(C)c2)cn1C,2,-2,0,-4,-4,-1,1,-2,17
CCCCC(=O)Nc1ccc(C)c(S(=O)(=O)N2CCCCCC2)c1,-3,-1,-3,3,0,1,4,-5,/
CC(C)C(=O)N1N=C(c2ccc(NS(C)(=O)=O)cc2)CC1c1cccs1 (stereo not given),2,3,1,-2,-4,-4,2,1,4
O=C(COC(=O)c1cc(-c2ccccc2)nc2ccccc12)Nc1ccc2c(c1)OCO2,16,-2,-1,-14,-33,-4,-1,-1,1
Cc1cc(OCc2cc(C(=O)NCC3(C)COC3)no2)cc(C)c1Cl,0,5,3,-9,0,0,3,-4,-1
C=C(C)Cn1c(C2CC(=O)N(c3ccccc3F)C2)nc2ccccc21 (stereo not given),-3,-3,1,-2,-1,2,4,1,4
CCOc1ccc(C(=O)/C=C/c2ccc(OC)c(OC)c2)cc1,2,-5,9,-2,3,2,0,2,4
O=C(c1c(F)cccc1Cl)N1CCN(S(=O)(=O)c2ccc3c(c2)OCCCO3)CC1,2,2,4,2,3,2,9,4,-1
Cc1cc(=O)[nH]c(SCC(=O)N2CCCCCC2)n1,0,2,-7,1,-1,-1,6,1,1
C#CCn1c(=NC(=O)CN2C(=O)CCC2=O)sc2cccc(OC)c21,0,6,13,0,9,1,9,5,10
CC1(C)CC(c2nc(-c3ccc(Br)cc3)cs2)CCS1 (stereo not given),1,3,3,-3,-5,-4,-2,-1,-1
CN(C)c1cccc(C(=O)N/N=C/c2ccsc2)c1,-1,0,-12,7,2,5,3,5,1
CN(c1ccccc1)c1nc(-n2ccnc2)nc(-n2ccnc2)n1,0,-3,5,0,7,-6,11,3,-3
CC(C)CCNC(=O)Cn1c(NCCC(C)C)nc2c1c(=O)n(C)c(=O)n2C,-1,-5,/,-1,0,3,/,/,7
CCOC(=O)N1CCN(S(=O)(=O)c2ccc(C(=O)N(CCCN(C)C)c3nc4cc(OC)ccc4s3)cc2)CC1,-2,-8,6,2,3,-2,-1,1,-5
O=C(Nc1ccccc1)c1ccc2c(c1)OCCO2,4,4,0,-5,1,0,-3,7,2
CC(=O)Nc1c(-c2ccccc2)nc2ncccn12,5,1,0,3,1,-4,5,2,3
COc1cccc(NC(=O)CCCNC(=O)Cn2cnc3sc(C)c(C)c3c2=O)c1,-1,-1,2,-1,-1,-3,4,4,-3
CC(C)[C@H](NC(=O)c1ccccc1)C(=O)OCC(=O)N1CC(=O)Nc2ccccc21,5,8,5,2,3,-2,9,4,4
CC(C)(C)c1ccc(-c2nc(C#N)c(NCCCn3ccnc3)o2)cc1,1,11,0,2,2,2,4,4,-8
CCOC(=O)c1ccc(S(=O)(=O)N2CCN(C(=O)C3CSC4(C)CCC(=O)N34)CC2)cc1 (stereo not given),3,-1,0,-2,-5,0,0,1,/
COc1ccc(CNCC(=O)Nc2ccccc2-n2cccc2)cc1,0,1,7,3,5,3,3,7,-8
Nc1ncnc2nc(SCCN3CCCCC3)[nH]c12,-4,3,3,-3,3,-2,2,7,1
COC(=O)c1ccc(Nc2nc(C)nc3c2nnn3Cc2ccccc2)cc1,-5,7,4,-2,8,3,13,1,0
CCN(CCCn1c(SCC#N)nc2ccccc2c1=O)c1ccccc1,10,6,0,0,2,3,3,8,4
COc1ccc(CCNC(=O)COC(=O)c2ccc([N+](=O)[O-])o2)cc1,4,4,-2,-1,8,-13,-6,-1,/
Cc1ccc(CSc2nnc(C)c(=O)[nH]2)cc1,1,16,8,2,2,-4,1,23,-3
CCCCC1=CC2=C(c3ccco3)C(=O)C(C)(OC(=O)c3ccc(OC)cc3)C(=O)C2=CN1CC1CC1 (stereo not given),3,12,1,0,0,-5,8,-1,5
CCCCN(C(=O)c1cccc(C)c1)c1c(N)n(CCC)c(=O)[nH]c1=O,-4,-4,-3,-1,-3,-1,7,6,-4
O=C(C1CCCC1)N1CCCC(Nc2ccccc2)C1 (stereo not given),-1,1,-3,-1,6,3,-4,2,1
CN(C)c1nc(Cl)nc(N(C#N)CCOc2ccccc2)n1,0,3,6,-2,5,-1,7,1,44*
CC(=O)Nc1ccc(S(=O)(=O)N2CCC(NC(=O)c3ccccc3)CC2)cc1,-5,-4,1,1,-1,-3,2,1,7
Cn1c(C(=O)N2CCN(C(=O)c3ccco3)CC2)cc2c(=O)n(C)c3ccccc3c21,3,2,-4,1,0,0,5,4,0
COc1ccc(S(=O)(=O)NCC(=O)NCCc2ccc(OC)c(OC)c2)cc1,2,5,/,7,4,0,/,/,-4
C/C(=N/NC(=O)Cc1cccn1C)c1ccccc1,-2,-7,-5,3,-4,0,6,-2,-5
CCN(C(=O)CSc1nnc(C)c(=O)[nH]1)c1cccc2ccccc12,/,-7,0,/,/,-4,14,-3,/
COc1ccccc1CNCC(=O)N1CC(=O)Nc2ccccc21,1,2,-4,0,-4,2,11,9,2
Cc1ccc(NC(=O)C2CCCN(S(=O)(=O)c3cccnc3)C2)c(C)c1 (stereo not given),3,3,4,-3,-3,2,6,5,1
Cc1cc(/C=N/NC(=O)c2ccncc2)c(C)n1-c1ccccc1,9,0,-7,2,3,-3,-3,4,2
CCOc1cc(C(=S)N2CCCCC2)ccc1OCC(=O)NCc1ccccc1,-1,3,8,-1,2,4,-1,7,4
CCOc1ccc(C(=O)Nc2cc(S(=O)(=O)Nc3ccccc3Cl)ccc2N2CCOCC2)cc1,6,9,5,0,0,-1,1,-2,-5
CC(C)C(=O)N[C@@H]1c2ccccc2CC[C@@H]1O,/,0,-1,/,/,-2,-1,6,/
COc1ccc(-c2nc(C#N)c(NCCCN3CCOCC3)o2)cc1,-1,6,5,2,-1,-2,11,6,1
O=C(NCc1ccco1)c1ccc(Cl)c(S(=O)(=O)N2CCCC2)c1,0,4,1,0,0,4,9,2,/
CCOC(=O)C1CCCN(C(=O)CC(c2ccccc2)c2ccccc2)C1 (stereo not given),5,2,7,-1,0,-5,3,-2,8
Cc1ccc2c(c1C)NC(C(=O)O)C1CC=CC21 (stereo not given),-3,65*,44*,-3,9,2,12,9,51*
COc1ccc(C(C)=O)cc1CSc1nc2nc(C)cc(C)n2n1,-1,5,-14,-1,-1,-1,9,5,3
O=C(CSc1cccc2cccnc12)Nc1ccc(S(=O)(=O)N2CCOCC2)cc1,8,3,8,-1,3,0,7,7,30
CC1CCN(C(=O)CCNS(=O)(=O)c2ccc3c(c2)c(=O)n(C)c(=O)n3C)CC1,0,10,4,1,4,-4,2,1,-3
CC(=O)Nc1ccc(SCC(=O)N(C)C2CCS(=O)(=O)C2)cc1 (stereo not given),-8,6,4,4,-1,1,11,2,2
CC(=O)C1C(c2ccccc2)c2c(n[nH]c2C)CC1(C)O (stereo not given),0,-1,-3,1,-1,-4,5,5,5
Fc1ccccc1CCNc1nnnn1-c1ccccc1,-4,-3,3,-4,-5,2,2,4,-4
CCC1(C)SC(NC(C)=O)=NN1C(C)=O (stereo not given),-6,-8,7,1,-3,-3,7,0,0
CC(C)COc1ccc(C(=O)N/C(=C\c2cccc([N+](=O)[O-])c2)C(=O)OC(C)C)cc1,2,4,2,-5,-4,0,6,2,-5
Cc1c2ccccc2nc2ccccc12,-2,0,3,0,1,-13,3,5,4
CC(=O)N1C(=O)N(C(C)=O)C2C1N(C(C)=O)C(=O)N2C(C)=O (stereo not given),-3,3,3,-2,-2,-3,9,3,-4
CCOC(=O)c1ccc(NC(=S)N(CCCN2CCN(CC)CC2)Cc2ccco2)cc1,2,1,-4,4,12,-3,-1,-2,14
Cc1ccc(OCCCCN2CCCC(C)C2)c([N+](=O)[O-])c1 (stereo not given),-6,-4,4,-4,1,0,2,5,0
CCOc1ccccc1CN1CCNC(=O)C1CC(=O)NCCC1=CCCCC1 (stereo not given),4,-2,3,-1,6,6,0,2,-3
